TROY signal inh = TROY signaling inhibition | Q293 LMP1-TROYcd NF-kB luciferase reporter, 4 h | inhibition, % at 10 µM | 360,000 tested, 0.98% active | AID 1347056;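 active = compounds whose plate-normalised and pattern-corrected inhibition of the luciferase reporter signal at the single screening dose is 50% or more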
CF NFkB block = blocks PAF-induced NF-kB reporter in cystic fibrosis cells. inhibition, % at 5 µM. 360,000 tested, 0.86% active. KKLEB NF-kB-GFP reporter, GFP fluorescence overnight. AID 588850;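 active = at least 50% inhibition at 5 µM, scaled per plate between neutral and stimulator controls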;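 also: PAF is a Pseudomonas aeruginosa culture filtrate used as stimulus; plate controls were PAF-stimulated DMSO wells for no effect and unstimulated DMSO wells for full effect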
TWEAK Fn14 block = inhibitors of TWEAK-Fn14 interaction signaling; AID 1159606; 360,000 tested, 2% active; TWEAK-stimulated Fn14 reporter cells, luciferase luminescence, 8 h; inhibition, % at 10 µM; in the data active = inhibition above about 50%
TRAIL sens C8 = sensitizes caspase-8 expressing cells to TRAIL; inhibition (viability loss, TRAIL sensitization), % at 10 µM; NB7+C8 cells + TRAIL, ATPlite viability luminescence; 360,000 tested, 1% active; AID 624354;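 active = compounds causing at least 50% loss of cell viability in the single-dose screen, relative to plate controls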
KKLEB tox = counter-screen for CF NF-kB inhibitors: cytotoxicity; KKLEB CF airway cells viability, ATPlite luminescence, overnight; active compounds read low; cells stimulated with P. aeruginosa culture filtrate; activity change (cytotoxicity), % at 5 µM; 360,000 tested, 0.36% active; AID 602141;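 active = corrected activity change at or below -50% at 5 µM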
SRC2 inh = inhibits human steroid receptor coactivator 2 | Q15596 | HEK293 GAL4-SRC2 luciferase reporter, luminescence | inhibition, % at 9 µM | 370,000 tested, 0.17% active;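 active = inhibition above the mean inhibition of all tested compounds plus 3 SD, set per campaign, cut at about 52% in these data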;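 also: 0% = DMSO treated cells and 100% = cells given Gossypol at 36 µM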
COUP-TFII inh = inhibitors of human COUP-TFII (NR2F2); 370,000 tested, 0.7% active; AID 686940; HEK293T NGFI-A luciferase reporter, luminescence; inhibition, % at 8.6 µM;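 active = inhibition above a per-plate cutoff, mean inhibition of test wells between control levels plus 3 SD, cut at about 38% in these data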;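 also: cells cotransfected with COUP-TFII expression vector driving the NGFI-A reporter; 0% = median of COUP-TF2 test wells and 100% = reporter-only cells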
Target sequence (P24468 whole entry, looked up): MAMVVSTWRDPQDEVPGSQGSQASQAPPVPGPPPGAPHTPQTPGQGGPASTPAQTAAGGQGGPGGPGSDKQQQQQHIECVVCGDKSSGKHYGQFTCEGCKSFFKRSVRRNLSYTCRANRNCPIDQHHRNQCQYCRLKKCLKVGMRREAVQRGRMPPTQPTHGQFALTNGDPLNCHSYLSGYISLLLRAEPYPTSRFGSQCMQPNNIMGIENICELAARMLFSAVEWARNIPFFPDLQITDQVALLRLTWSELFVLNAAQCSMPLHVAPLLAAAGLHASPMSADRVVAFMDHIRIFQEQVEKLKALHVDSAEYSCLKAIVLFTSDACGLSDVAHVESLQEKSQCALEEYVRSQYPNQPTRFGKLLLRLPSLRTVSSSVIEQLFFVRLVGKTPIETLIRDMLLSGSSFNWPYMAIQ
NCOA1 inh = inhibits human SRC1 coactivator; Q15788; HEK293 GAL4-SRC1 luciferase reporter, luminescence; inhibition, % at 3.6 µM; 360,000 tested, 0.12% active; AID 588354;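 active = inhibition above the campaign mean plus 3 SD, with each screening campaign given its own cutoff, cut at about 60% in these data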;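 also: 0% = DMSO treated cells and 100% = gossypol at 36 µM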
NCOA3 inh = human NCOA3 inhibition. Q9Y6Q9. HEK293 GAL4-SRC3 luciferase reporter, luminescence. inhibition, % at 3.6 µM. 360,000 tested, 0.17% active;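 active = inhibition above a per-campaign cutoff, the mean of all compounds plus 3 SD, cut at about 60% in these data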;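 also: 0% = DMSO-treated cells and 100% = gossypol-treated cells at 36 µM; higher means less SRC3-driven luciferase light from the GAL4 reporter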
LMP1 NFkB inh = reduces LMP1-driven NF-kappaB luciferase signal; 350,000 tested, 0.69% active; LMP1-induced NF-kappaB luciferase reporter cells, luminescence; AID 504558; inhibition, % at 12.5 µM; in the data active = inhibition above about 41%;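 also: 0% = neutral control wells and 100% = reference inhibitor control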
NR5A2 inv ag = NR5A2 inverse agonism in reporter assay | O00482 | HEK293T StAR-luciferase reporter, LRH-1 transfected, 24 h | inhibition, % at 3.6 µM | 360,000 tested, 0.13% active;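 active = inhibition above the mean inhibition of all tested compounds plus 3 SD, cut at about 73% in these data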;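 also: 0% = DMSO wells and 100% = reporter-only cells lacking LRH-1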
Target sequence (O00482 whole entry, looked up): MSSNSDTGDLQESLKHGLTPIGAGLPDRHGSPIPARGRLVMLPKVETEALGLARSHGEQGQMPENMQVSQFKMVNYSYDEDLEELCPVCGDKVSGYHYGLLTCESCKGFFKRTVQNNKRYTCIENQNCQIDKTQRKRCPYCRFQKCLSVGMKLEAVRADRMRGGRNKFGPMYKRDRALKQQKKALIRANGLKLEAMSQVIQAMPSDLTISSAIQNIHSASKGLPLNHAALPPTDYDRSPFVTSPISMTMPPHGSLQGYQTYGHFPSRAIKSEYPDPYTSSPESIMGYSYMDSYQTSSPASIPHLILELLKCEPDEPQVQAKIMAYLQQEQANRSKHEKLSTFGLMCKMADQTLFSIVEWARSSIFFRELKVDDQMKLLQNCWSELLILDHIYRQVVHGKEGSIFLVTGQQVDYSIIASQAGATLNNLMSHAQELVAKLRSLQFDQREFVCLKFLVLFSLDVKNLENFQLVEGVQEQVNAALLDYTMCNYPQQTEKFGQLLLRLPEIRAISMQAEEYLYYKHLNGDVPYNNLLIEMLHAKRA
* hit, by the source's call. Compounds as they come. About 4.2% of those tested had a hit in this group.

`CC12CCC(C(=O)N(c3ccccn3)c3ccccn3)(OC1=O)C2(C)C` (configuration not stated) gave TROY signal inh 15, CF NFkB block 13, TWEAK Fn14 block -13, TRAIL sens C8 0, KKLEB tox 1, SRC2 inh 3, COUP-TFII inh -12, NCOA1 inh -1, NCOA3 inh 1, LMP1 NFkB inh -2 and NR5A2 inv ag 11.
Screening O=C(O)c1ccc2c(c1)[C@@H]1C=CC[C@@H]1[C@H](c1ccccn1)N2 returned TROY signal inh -2, CF NFkB block 0, TWEAK Fn14 block 1, TRAIL sens C8 -6, KKLEB tox 7, SRC2 inh -6, COUP-TFII inh 12, NCOA1 inh 1, NCOA3 inh 9, LMP1 NFkB inh -26 and NR5A2 inv ag -34.
Screening O=C(Nc1cccc2ccccc12)c1ccccc1 returned TROY signal inh -75, CF NFkB block 16, TWEAK Fn14 block -10, TRAIL sens C8 -1, KKLEB tox -17, SRC2 inh -82, COUP-TFII inh -40, NCOA1 inh -91, NCOA3 inh -58, LMP1 NFkB inh -15 and NR5A2 inv ag -102.
`Nc1ccc(NC(=O)NC2CCCCC2)cc1[N+](=O)[O-]` gave TROY signal inh -41, CF NFkB block -9, TWEAK Fn14 block -12, TRAIL sens C8 22, KKLEB tox -3, SRC2 inh -62, COUP-TFII inh -16, NCOA1 inh -63, NCOA3 inh -55, LMP1 NFkB inh -12 and NR5A2 inv ag -50.
Screening CCOC(=O)c1ccc(-n2c(CCC(=O)O)ccc2-c2ccc(F)cc2)cc1 returned TROY signal inh -21, CF NFkB block -14, TWEAK Fn14 block -7, TRAIL sens C8 10, KKLEB tox 23, SRC2 inh -6, COUP-TFII inh 7, NCOA1 inh -10, NCOA3 inh -2, LMP1 NFkB inh -2 and NR5A2 inv ag -2.
CCCc1nc2ccc(Br)cn2c1Cc1ccccc1OC was read as TROY signal inh 8, CF NFkB block 18, TWEAK Fn14 block 13, TRAIL sens C8 -7, KKLEB tox -15, SRC2 inh -28, COUP-TFII inh 0, NCOA1 inh 3, NCOA3 inh 6 and NR5A2 inv ag 19.
For Nc1nnc(SCC(=O)NNC(=O)c2ccc(F)cc2)s1 the results were TROY signal inh -1, CF NFkB block -15, TWEAK Fn14 block 11, TRAIL sens C8 -18, KKLEB tox 22, SRC2 inh 17, COUP-TFII inh -2, NCOA1 inh 7, NCOA3 inh 0, LMP1 NFkB inh -4 and NR5A2 inv ag 9.
`COc1ccc(N2C(=O)NC3CC2(C)Oc2ccc(Cl)cc23)cc1OC` (configuration not stated) gave TROY signal inh 14, CF NFkB block -2, TWEAK Fn14 block 7, TRAIL sens C8 15, KKLEB tox 7, SRC2 inh -13, COUP-TFII inh -14, NCOA1 inh 0, NCOA3 inh -64, LMP1 NFkB inh -6 and NR5A2 inv ag -6.
`O=C(CSc1nnc(-c2cccs2)n1Cc1ccccc1)NCc1ccc2c(c1)OCO2` gave TROY signal inh 4, CF NFkB block -7, TWEAK Fn14 block -19, TRAIL sens C8 -10, KKLEB tox 4, SRC2 inh 5, COUP-TFII inh -8, NCOA1 inh -2, NCOA3 inh 8, LMP1 NFkB inh -4 and NR5A2 inv ag 16.
For Cc1nc(SCCOc2ccc(F)cc2)c2ccccc2n1 the results were TROY signal inh -29, CF NFkB block 0, TWEAK Fn14 block 0, TRAIL sens C8 -2, KKLEB tox -1, SRC2 inh -17, COUP-TFII inh -21, NCOA1 inh -3, NCOA3 inh -7, LMP1 NFkB inh 2 and NR5A2 inv ag -10.

2 compounds drawn at random from the list so far:
CCCc1nc2ccc(Br)cn2c1Cc1ccccc1OC was read as TROY signal inh 8, CF NFkB block 18, TWEAK Fn14 block 13, TRAIL sens C8 -7, KKLEB tox -15, SRC2 inh -28, COUP-TFII inh 0, NCOA1 inh 3, NCOA3 inh 6 and NR5A2 inv ag 19.
For Nc1nnc(SCC(=O)NNC(=O)c2ccc(F)cc2)s1 the results were TROY signal inh -1, CF NFkB block -15, TWEAK Fn14 block 11, TRAIL sens C8 -18, KKLEB tox 22, SRC2 inh 17, COUP-TFII inh -2, NCOA1 inh 7, NCOA3 inh 0, LMP1 NFkB inh -4 and NR5A2 inv ag 9.

Next section.
`O=S(=O)(c1ccc(F)c(F)c1)N1CCC2(CC1)OCCO2` gave TROY signal inh -13, CF NFkB block -4, TWEAK Fn14 block 5, TRAIL sens C8 -7, KKLEB tox 13, SRC2 inh 4, COUP-TFII inh -24, NCOA1 inh 4, NCOA3 inh 11, LMP1 NFkB inh 2 and NR5A2 inv ag 15.
Screening O=C(c1cnn2c(C(F)F)cc(-c3ccccc3)nc12)N1CCN(Cc2ccc3c(c2)OCO3)CC1 returned TROY signal inh 6, CF NFkB block 8, TWEAK Fn14 block -7, TRAIL sens C8 2, KKLEB tox -5, SRC2 inh -3, COUP-TFII inh 10, NCOA1 inh -41, NCOA3 inh -6, LMP1 NFkB inh 3 and NR5A2 inv ag 7.
For CSc1nc(C)c(Cc2c(F)cccc2Cl)c(=O)[nH]1 the results were TROY signal inh -3, CF NFkB block -2, TWEAK Fn14 block 10, TRAIL sens C8 19, KKLEB tox 6, SRC2 inh -36, COUP-TFII inh -2, NCOA1 inh 7, NCOA3 inh 5, LMP1 NFkB inh -9 and NR5A2 inv ag 21.
For O=C(CCc1c[nH]c2ccccc12)OCc1cccc([N+](=O)[O-])c1 the results were TROY signal inh -1, CF NFkB block -13, TWEAK Fn14 block 21, TRAIL sens C8 7, KKLEB tox -9, SRC2 inh -7, COUP-TFII inh 7, NCOA1 inh -9, NCOA3 inh -5, LMP1 NFkB inh -4 and NR5A2 inv ag 9.
Screening CCOC(=O)c1c(N)sc2c1CCCC2 returned TROY signal inh -4, CF NFkB block -3, TWEAK Fn14 block -11, TRAIL sens C8 5, KKLEB tox 3, SRC2 inh 4, COUP-TFII inh 13, NCOA1 inh -6, NCOA3 inh 0, LMP1 NFkB inh 4 and NR5A2 inv ag 9.
`Cc1cccc(C(=O)NCCCNC(=O)c2ccco2)c1` gave TROY signal inh 1, CF NFkB block -21, TWEAK Fn14 block 0, TRAIL sens C8 -5, KKLEB tox 13, SRC2 inh 18, COUP-TFII inh -7, NCOA1 inh 6, NCOA3 inh 8, LMP1 NFkB inh -5 and NR5A2 inv ag -8.
Cc1ccccc1OCC(=O)NCC(=O)N/N=C/c1ccc(Br)o1 was read as TROY signal inh 0, CF NFkB block 4, TWEAK Fn14 block -11, TRAIL sens C8 -10, KKLEB tox 3, SRC2 inh -7, COUP-TFII inh -11, NCOA1 inh 2, NCOA3 inh 19, LMP1 NFkB inh 0 and NR5A2 inv ag -2.
For CN(Cc1cccc(-n2cccn2)c1)C(=O)CCc1nnc(C2CCCCC2)o1 the results were TROY signal inh -55, CF NFkB block 5, TWEAK Fn14 block -31, TRAIL sens C8 2, KKLEB tox 8, SRC2 inh -27, COUP-TFII inh -24, NCOA1 inh -22, NCOA3 inh -23, LMP1 NFkB inh -18 and NR5A2 inv ag -26.
Cc1cc(C(=O)CSc2nnc(-c3ccc(OC(F)F)cc3)o2)c(C)n1Cc1cccs1 was read as TROY signal inh -11, CF NFkB block 4, TWEAK Fn14 block 0, TRAIL sens C8 -7, KKLEB tox -2, SRC2 inh -2, COUP-TFII inh -5, NCOA1 inh -2, NCOA3 inh 3, LMP1 NFkB inh 8 and NR5A2 inv ag 1.
For Cc1ccc(C(=O)n2nc(-c3ccccc3)nc2NCc2ccco2)cc1 the results were TROY signal inh -19, CF NFkB block -10, TWEAK Fn14 block 18, TRAIL sens C8 -10, KKLEB tox -1, SRC2 inh -23, COUP-TFII inh -3, NCOA1 inh -7, NCOA3 inh -11, LMP1 NFkB inh 4 and NR5A2 inv ag -11.
For CCOC(=O)c1c(NC(=O)COC(=O)c2cccc([N+](=O)[O-])c2)sc(C(=O)N(C)C)c1C the results were TROY signal inh -1, CF NFkB block -8, TWEAK Fn14 block -5, TRAIL sens C8 0, KKLEB tox -14, SRC2 inh -13, COUP-TFII inh 4, NCOA1 inh -6, NCOA3 inh 4, LMP1 NFkB inh 2 and NR5A2 inv ag 1.
Screening CCOc1ccccc1N(CC(=O)NC(C)(C)C)C(=O)Cn1nnc(-c2ccc(C)o2)n1 returned TROY signal inh -15, CF NFkB block -2, TWEAK Fn14 block 8, TRAIL sens C8 -18, KKLEB tox 15, SRC2 inh 4, COUP-TFII inh 8, NCOA1 inh 4, NCOA3 inh -7, LMP1 NFkB inh 4 and NR5A2 inv ag -15.
CC1(C)OC(=O)C2=C(CC(c3ccccc3)OC2CCc2ccccc2)O1 (configuration not stated) was read as TROY signal inh -3, CF NFkB block 18, TWEAK Fn14 block -8, TRAIL sens C8 -5, KKLEB tox -19, SRC2 inh -21, COUP-TFII inh 17, NCOA1 inh -5, NCOA3 inh 8, LMP1 NFkB inh 4 and NR5A2 inv ag 28.
`Cc1ccc(/C=N/NC(=O)c2ccccc2OCc2cccc(Br)c2)o1` gave TROY signal inh 19, CF NFkB block -11, TWEAK Fn14 block 31, TRAIL sens C8 2, KKLEB tox 10, SRC2 inh 7, COUP-TFII inh 11, NCOA1 inh -10, NCOA3 inh 8, LMP1 NFkB inh 15 and NR5A2 inv ag -2.
COc1ccc(NS(=O)(=O)c2ccc3[nH]c(=O)[nH]c3c2)cc1 was read as TROY signal inh 2, CF NFkB block -10, TWEAK Fn14 block 7, TRAIL sens C8 -8, KKLEB tox -1, SRC2 inh -2, COUP-TFII inh 14, NCOA1 inh -18, NCOA3 inh -14, LMP1 NFkB inh 4 and NR5A2 inv ag 19.
For O=C(O)c1ccc(NS(=O)(=O)c2ccc3c(c2)C2C=CCC2C(c2ccccc2F)N3)cc1 (configuration not stated) the results were TROY signal inh 9, CF NFkB block 9, TWEAK Fn14 block 7, TRAIL sens C8 1, KKLEB tox 10, SRC2 inh -18, COUP-TFII inh 1, NCOA1 inh -21, NCOA3 inh -14, LMP1 NFkB inh 5 and NR5A2 inv ag 0.
`Cc1cccc(C(=O)n2c(=S)nc3cc(C)ccn32)c1` gave TROY signal inh 71*, CF NFkB block -33, TWEAK Fn14 block 85*, TRAIL sens C8 82*, KKLEB tox -31, SRC2 inh -72, COUP-TFII inh -40, NCOA1 inh -61, NCOA3 inh -25, LMP1 NFkB inh 33 and NR5A2 inv ag -159.
CCN(CC(=O)Nc1cccc(OC)c1)C(=O)c1ccc(C)s1 was read as TROY signal inh 13, CF NFkB block 9, TWEAK Fn14 block 7, TRAIL sens C8 -13, KKLEB tox 4, SRC2 inh -23, COUP-TFII inh -12, NCOA1 inh -5, NCOA3 inh -20, LMP1 NFkB inh 6 and NR5A2 inv ag -11.
CCC(=O)c1ccc(O)c(OC)c1 was read as TROY signal inh 7, CF NFkB block 10, TWEAK Fn14 block -6, TRAIL sens C8 0, KKLEB tox -3, SRC2 inh 7, COUP-TFII inh -1, NCOA1 inh -17, NCOA3 inh 17, LMP1 NFkB inh 3 and NR5A2 inv ag -10.
Screening COc1ccc2nc(NC(=O)C3CC(=O)N(c4ccc5c(c4)OCCO5)C3)sc2c1 (configuration not stated) returned TROY signal inh -16, CF NFkB block 9, TWEAK Fn14 block 5, TRAIL sens C8 -5, KKLEB tox -3, SRC2 inh 18, COUP-TFII inh 14, NCOA1 inh 21, NCOA3 inh -20, LMP1 NFkB inh 8 and NR5A2 inv ag 8.

Source: PubChem BioAssay
